Bioassay records: PubChem, several laboratories
Siah-1 displacement: blockers of Siah-1 interaction with plectin peptide – biochemical, fluorescence polarization, rhodamine-plectin, uHTS, primary screen (AID 1817); one-dose displacement, % at 20 µM; IC50 in µM for titrated hits; 290,000 compounds, 0.02% hits; Siah-1 / rhodamine-plectin peptide fluorescence polarization; higher % means a stronger effect;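 active means displacement of at least 50% at 20 µM, with a fluorescence ratio check between 0.3 and a set limit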;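 further: plate controls were Siah plus tracer with DMSO for no effect and tracer alone without Siah for full effect; strong numbers were not always called active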
K1F lysis inhibition: inhibition of K1F phage lysis, E. coli UTI89, bacterial capsule biogenesis inhibitors, alamar blue (AID 488966); 340,000 compounds, 0.02% hits; E. coli UTI89 K1F phage lysis, alamar blue, 2 h; higher % means a stronger effect; one-dose inhibition, % at 100 µM; IC50 in µM for titrated hits;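 active means phage lysis inhibition, versus mean bacterial control, above a set limit; inconclusive means no clear call, values can overlap the other calls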;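 further: capsule biogenesis inhibitors block K1F phage lysis so surviving cells raise fluorescence; higher fluorescence means more inhibition of phage lysis; actives were called in the ten point dose series up to 300 µM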
NS5 inhibitors: flavivirus cap methylation enzyme inhibition – biochemical, confirmation dose response, primary screen (AID 588689); inhibition, % at 25 µM, or IC50 in µM where a hit was titrated; 340,000 compounds, 0.3% hits; Dengue-2 NS5 methyltransferase capping enzyme assay, biochemical; higher % means a stronger effect; in the data active means a potency from the dose series; inconclusive means inhibition above about 29% without an active follow-up result
HIV fusion peptide: inhibitors of HIV fusion peptide binding, primary screen, biochemical, uHTS, fluorescence dequenching (AID 1986) | inhibition, % at 20 µM; hits with a dose series show IC50 in µM | 290,000 compounds, 0.3% hits | cell-free peptide binding, fluorescence dequenching, 30 min; higher % means a stronger effect; in the data active means inhibition mostly above about 52%, no sharp cut-off; inactive means mostly below about 76%; further: some results filed as inactive read as strong as hits
AID2073: inhibitors of Mint1-CaV2.2 protein interaction, biochemical, HTRF (AID 2073); 290,000 compounds, 0.19% hits; HTRF protein-protein interaction, Mint1-CaV2.2; higher % means a stronger effect; inhibition, % at 20 µM, or IC50 in µM where a hit was titrated; in the data active means inhibition mostly above about 51%, no sharp cut-off; inconclusive means no clear call, values can overlap the other calls; inactive means mostly below about 53%; further: some results filed as inactive read as strong as hits
NTR1 ag: agonists of NTR1, primary screen, imaging, U2OS cells, beta-arrestin-GFP, high content (AID 493036). activation, % at 20 µM. P30989. NTR1-U2OS beta-arrestin-GFP spot imaging, agonist mode. 330,000 compounds, 0.17% hits;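 active means activation at or above 40% of the spot to cytoplasm intensity ratio, with at least 20 cells analyzed; inconclusive means wells under 20 cells, flagged as cytotoxic or low count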;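 further: 0% = DMSO without peptide and 100% = 100 nM NTR1 peptide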
Target sequence (P30989 whole entry, looked up): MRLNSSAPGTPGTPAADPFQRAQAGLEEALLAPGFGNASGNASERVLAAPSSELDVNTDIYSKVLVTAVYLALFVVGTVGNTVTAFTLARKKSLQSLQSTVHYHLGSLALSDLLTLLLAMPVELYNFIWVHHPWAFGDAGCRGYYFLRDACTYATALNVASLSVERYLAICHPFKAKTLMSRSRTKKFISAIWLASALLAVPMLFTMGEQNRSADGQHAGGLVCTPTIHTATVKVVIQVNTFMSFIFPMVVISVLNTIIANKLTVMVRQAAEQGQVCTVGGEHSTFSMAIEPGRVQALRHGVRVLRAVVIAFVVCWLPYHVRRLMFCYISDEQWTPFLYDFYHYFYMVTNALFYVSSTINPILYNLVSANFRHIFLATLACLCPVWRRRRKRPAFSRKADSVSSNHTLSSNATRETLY
GPR35 antagonists: inhibition of zaprinast-stimulated GPR35 beta-arrestin translocation – imaging, U2OS, beta-arrestin-GFP, zaprinast agonist, primary screen (AID 2058); U2OS GPR35 beta-arrestin-GFP translocation imaging, zaprinast antagonism; higher % means a stronger effect; one-dose inhibition, % at 10 µM; IC50 in µM for titrated hits; 290,000 compounds, 0.052% hits;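 active means inhibition of at least 50% with at least 30 cells and total cytoplasm GFP at most 10,000,000; inconclusive means under 30 cells or total GFP of 10,000,000 plus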
GPR55 beta-arrestin: GPR55 agonists via beta-arrestin recruitment, primary screen, imaging, U2OS cells, beta-arrestin-GFP redistribution (AID 1961); U2OS GPR55 beta-arrestin-GFP redistribution imaging; higher % means a stronger effect; one-dose activation, % at 10 µM; EC50 in µM for titrated hits; 290,000 compounds, 0.048% hits;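 active means activation above 40% with more than 50 cells counted in the well; inconclusive means wells holding fewer than 50 cells, flagged as toxic or sparse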;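 further: U2OS osteosarcoma cells stably expressing GPR55 and beta-arrestin-GFP; plate controls were DMSO negative control for no effect and LPI positive control for full effect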
GPR55 LPI antagonism: inhibition of LPI-stimulated GPR55 beta-arrestin translocation – imaging, U2OS, beta-arrestin-GFP, LPI agonist, primary screen (AID 2013) | U2OS GPR55 beta-arrestin-GFP translocation imaging, LPI antagonism; higher % means a stronger effect | one-dose inhibition, % at 10 µM; IC50 in µM for titrated hits | 290,000 compounds, 0.13% hits;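 active means spots per cell inhibited over 60%, with over 100 cells counted and total cytoplasm intensity under 500,000; inconclusive means wells with under 100 cells, flagged as likely toxic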;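 further: U2OS cells stably carrying GPR55 and arrestin-GFP stimulated by 5 µM LPI near EC80; imaged beta-arrestin-GFP aggregate spots per cell after agonist stimulation; plate controls were LPI-stimulated DMSO wells for no effect and DMSO wells without LPI for full effect; some results filed as inactive read as strong as hits; confirmed hits need IC50 under 10 µM and bright autofluorescent wells are also inconclusive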
NTR1 ag cell count 20 µM: second read-out of NTR1 ag, no call of its own (marks repeat the call); cell count; measured here: cell count, cytotoxicity flag
NS5 inhibitors pilot replicate: second read-out of NS5 inhibitors, no call of its own (marks repeat the call); inhibition, %; measured here: pilot screen replicate inhibition
Starred values were filed as active, the others as inactive; ? = inconclusive; · = not tested or not shown; [ ] = another dose, or the depositor's remark.

SMILES	Siah-1 displacement	K1F lysis inhibition	NS5 inhibitors	HIV fusion peptide	AID2073	NTR1 ag	NTR1 ag cell count 20 µM	GPR35 antagonists	GPR55 beta-arrestin	GPR55 LPI antagonism	others
Cc1ccc(S(=O)(=O)N(CC(=O)N2CCN(c3ccc(F)cc3)CC2)C2CCCCC2)cc1	-1%	0.7%	1%	-3.9%	23%	-1.2	89	9%	-0.1%	5%	NS5 inhibitors pilot replicate=-2.9
Cc1ccc(-c2nc3ncccc3o2)cc1NC(=O)c1cccnc1	12%	0.4%	7%	-0.1%	-4%	-0.4	36	12%	-0.1%	8%
Cc1ccc2c(cnn2C(=O)CCC(=O)NCc2ccccc2Cl)c1	14%	1.4%	1%	5.0%	0%	2.1	63	5%	0.4%	15%
COC(=O)C(=C/C=C/c1ccco1)C(=O)OC	5%	-1.1%	-8%	0.9%	-33%	4.2	35	-4%	1.4%	18%
CCOC(=O)C1CCN(C2=C(NS(=O)(=O)c3ccc(Br)cc3)C(=O)c3ccccc3C2=O)CC1	0%	0.0%	2%	1.6%	1%	0.8	71	18%	-0.1%	3%
Cn1c(C(=O)O)c(CC(=O)NCc2cccnc2)c2ccccc21	0%	0.8%	-2%	0.2%	2%	0.3	55	13%	-0.1%	8%
COc1ccc(C)cc1-n1nnnc1SCc1nc2ccccc2s1	2%	-0.1%	-13%	-2.1%	2%	-0.7	100	6%	-0.1%	-12%
COC(=O)[C@H]1[C@H]2C[C@@H]3c4[nH]c5cc(OC)ccc5c4CCN3C[C@H]2C[C@@H](OC(=O)c2ccc(N)cc2)[C@@H]1OC	0%	0.5%	-18%	8.8%	19%	0.6	61	5%	0.6%	4%
COc1ccc(OCC(=O)N2CCN(S(=O)(=O)c3ccccc3[N+](=O)[O-])CC2)cc1	3%	0.2%	·	0.3%	13%	-0.3	35	7%	0.2%	9%
CCN(C(=O)COC(=O)c1ccc(Cl)nc1)C1CCS(=O)(=O)C1 (configuration not stated)	7%	0.3%	-11%	2.8%	7%	0.6	45	-10%	-0.4%	19%
CC(C)c1cc(C(N)=O)c(NC(=O)C2CCC2)s1	-3%	5.0%	2%	-0.1%	-3%	2.8	70	-1%	-0.4%	1%
CCOC(=O)c1c(NC(=O)C2COc3ccccc3O2)sc2c1CCN(Cc1ccccc1)C2 (configuration not stated)	-2%	4.6%	-6%	4.7%	12%	3.8	51	2%	1.1%	3%

The closing 3 entries of the part before are carried over, then new ones follow:
SMILES	Siah-1 displacement	K1F lysis inhibition	NS5 inhibitors	HIV fusion peptide	AID2073	NTR1 ag	NTR1 ag cell count 20 µM	GPR35 antagonists	GPR55 beta-arrestin	GPR55 LPI antagonism	others
CCN(C(=O)COC(=O)c1ccc(Cl)nc1)C1CCS(=O)(=O)C1 (configuration not stated)	7%	0.3%	-11%	2.8%	7%	0.6	45	-10%	-0.4%	19%
CC(C)c1cc(C(N)=O)c(NC(=O)C2CCC2)s1	-3%	5.0%	2%	-0.1%	-3%	2.8	70	-1%	-0.4%	1%
CCOC(=O)c1c(NC(=O)C2COc3ccccc3O2)sc2c1CCN(Cc1ccccc1)C2 (configuration not stated)	-2%	4.6%	-6%	4.7%	12%	3.8	51	2%	1.1%	3%
COc1ccc(C(=O)NC2CCSc3ccccc32)cc1 (configuration not stated)	12%	0.3%	-6%	-0.4%	-1%	-0.6	61	-6%	0.2%	9%
C/C(=C\C(=O)O)CC(=O)O	2%	0.3%	-1%	4.1%	10%	0.3	51	-7%	0.3%	4%
Cc1c(Cl)cccc1NC(=O)Nc1ccn(C)n1	2%	0.0%	-2%	4.2%	0%	-0.8	29	7%	-0.3%	-4%
CCN(CC)CCNC(=O)c1ccc(NC(=O)c2ccc(F)cc2F)cc1	0%	0.0%	-4%	-1.2%	?	-1.5	93	-7%	0.1%	5%
CN(Cc1ccccc1)C(=O)COC(=O)CCNC(=O)c1ccccc1Cl	9%	0.3%	-1%	-1.0%	-17%	-0.3	46	0%	1.0%	2%
COc1cc(SC)ccc1C(=O)Nc1ccccn1	-3%	0.2%	-3%	1.0%	1%	-0.4	64	-3%	-0.1%	8%
CCc1ccccc1OCC(=O)OCC(=O)N1CC(=O)Nc2ccccc21	0%	-0.1%	-11%	0.2%	10%	-0.2	49	8%	-1.1%	0%
COc1ccc2nc(NC(=O)Cc3ccc(OC)c(S(=O)(=O)N4CCOCC4)c3)sc2c1	12%	0.6%	-2%	0.4%	-4%	-2.7	56	12%	-0.1%	-11%
Cc1occc1-c1nnc(SCC(=O)N2CCCCC2)o1	4%	0.0%	3%	-0.2%	-6%	-0.4	73	-5%	1.2%	1%
CC(=O)c1c(C)[nH]c(C(=O)N2CCN(c3ccccn3)CC2)c1C	-2%	0.1%	-2%	0.2%	12%	0.7	88	3%	1.2%	-10%
CC1Sc2ccc(S(=O)(=O)N3CCC(C(=O)N(C)Cc4ccccc4)CC3)cc2NC1=O (configuration not stated)	8%	-0.1%	1%	-0.2%	4%	1.2	63	6%	0.2%	3%
C#CCOC(=O)CCC(=O)NCCc1ccccc1	2%	0.1%	1%	10%	-11%	1.7	55	-5%	-0.2%	4%

The final 3 entries of the section above come first, to join the parts:
SMILES	Siah-1 displacement	K1F lysis inhibition	NS5 inhibitors	HIV fusion peptide	AID2073	NTR1 ag	NTR1 ag cell count 20 µM	GPR35 antagonists	GPR55 beta-arrestin	GPR55 LPI antagonism	others
CC(=O)c1c(C)[nH]c(C(=O)N2CCN(c3ccccn3)CC2)c1C	-2%	0.1%	-2%	0.2%	12%	0.7	88	3%	1.2%	-10%
CC1Sc2ccc(S(=O)(=O)N3CCC(C(=O)N(C)Cc4ccccc4)CC3)cc2NC1=O (configuration not stated)	8%	-0.1%	1%	-0.2%	4%	1.2	63	6%	0.2%	3%
C#CCOC(=O)CCC(=O)NCCc1ccccc1	2%	0.1%	1%	10%	-11%	1.7	55	-5%	-0.2%	4%
Cc1c(NC(=O)C(=O)N/N=C/c2cccs2)c(=O)n(-c2ccccc2)n1C	3%	0.7%	-7%	0.0%	4%	0.4	46	14%	-0.1%	0%
COc1cc(S(=O)(=O)NCCCN2CCOCC2)ccc1-n1cnnn1	16%	0.1%	1%	0.9%	9%	1.0	56	2%	-0.1%	-12%
CCS(=O)(=O)N1CCN(S(=O)(=O)c2ccccc2)CC1	0%	1.0%	-4%	-1.9%	6%	-1.2	84	4%	-0.1%	3%
CCOc1cccc(C(=O)Nc2ccccc2C(=O)N2CCN(C)CC2)c1	1%	0.2%	-8%	-0.6%	-1%	2.5	54	-11%	-0.1%	5%
O=C(O)CSC1CC(=O)N(c2cccc(Cl)c2)C1=O (configuration not stated)	-3%	0.5%	-6%	0.4%	-3%	-0.3	90	2%	-0.2%	-7%
CSc1ccccc1NC(=O)Nc1ccc(F)c(Cl)c1	2%	5.0%	-8%	0.8%	-17%	7.9	84	-4%	0.4%	14%
CCCCCn1c(SCCC(C)C)nc2c1c(=O)[nH]c(=O)n2C	5%	-0.2%	-14%	-2.6%	-8%	27	51	-7%	-0.2%	12%
O=S(=O)(Nc1nc2ccccc2nc1NCC1CCCO1)c1cccc(Cl)c1 (configuration not stated)	-3%	-0.6%[50 µM]	5%	7.5%	9%	2.9	52	0%	-0.2%	-4%
Cc1ccc2c(CN(C)Cc3cccc(F)c3)cc(=O)oc2c1	5%	0.1%	0%	-0.1%	6%	2.9	93	-4%	0.0%	12%
CCOC(=O)C1=C(C)NC(=S)NC1c1ccc(OCC(=O)N2CCCCC2)cc1 (configuration not stated)	1%	0.2%	-9%	-1.0%	-21%	-0.3	54	-3%	0.2%	14%
Cc1cccc(NC(=O)Nc2ccncc2)c1	6%	3.5%	·	1.6%	1%	-2.2	71	6%	0.0%	17%
CCOC(=O)c1cnc(Nc2nc3ccccc3o2)nc1CN1CCN(C)CC1	-3%	0.6%	1%	5.8%	-25%	·	·	-5%	0.8%	-10%
CCc1ccc2nc(SCC(=O)N(CC)CC)c(C#N)cc2c1	5%	0.5%	-6%	-0.8%	0%	0.1	48	-1%	0.2%	-8%
O=C1CCN(C(=O)c2ccccc2)C2CCCCC12 (configuration not stated)	4%	-0.5%	-3%	-1.3%	-3%	-1.1	75	-13%	-0.1%	-3%
CCc1cccc(C)c1NC(=O)c1ccc2c(c1)CCN2S(C)(=O)=O	-2%	0.4%	-12%	-0.9%	-2%	-0.6	109	9%	0.6%	10%
Cc1ccc(-c2nc(-c3ccncc3)no2)cc1C	-4%	0.8%	·	-1.4%	14%	0.7	55	21%	-0.1%	2%
Cc1c(C(=O)O)cccc1-c1ccc(/C=N/n2cnnc2)o1	0%	0.0%	1%	0.9%	8%	1.2	86	-6%	0.4%	-4%
CC1CCCCC1NC(=O)COC(=O)c1ccc(S(=O)(=O)N2CCOCC2)cc1 (configuration not stated)	-2%	4.6%	-5%	-0.8%	4%	-2.3	71	12%	0.3%	20%
O=C(CCc1ccccc1)N1CCCC(Nc2ccc(F)cc2)C1 (configuration not stated)	0%	0.5%[50 µM]	3%	0.1%	2%	-0.3	46	6%	0.3%	0%
Cc1ccc(NC(=O)Cn2nnc(C(=O)NCc3ccco3)c2N)cc1	-2%	0.7%	-1%	-2.2%	-8%	-2.5	88	-2%	-0.1%	-16%
C(=N\n1cnnc1)/c1cccc(Oc2ccccc2)c1	-2%	0.5%	0%	0.2%	12%	0.3	73	6%	0.0%	-4%	NS5 inhibitors pilot replicate=1.2
OC[C@@H](O)[C@H](O)C(/C=N/Nc1ccccc1)=N\Nc1ccccc1	0%	-0.1%	-8%	-1.2%	-19%	-0.2	37	42%	0.0%	0%
O=C(C1Cc2ccccc2CN1S(=O)(=O)c1cccs1)N1CCCCCC1 (configuration not stated)	3%	1.0%	2%	1.2%	-7%	-2.2	69	2%	-0.1%	9%
O=C(c1ccco1)N1CCN(Cc2nc(Cc3ccccc3)no2)CC1	-3%	2.4%	-2%	-0.5%	-9%	-1.8	50	9%	-0.1%	2%
CN1CCN(CCCNC(=O)C2CC(=O)N(C3CCCCC3)C2)CC1 (configuration not stated)	1%	1.2%	-2%	1.2%	-8%	0.6	43	-1%	-0.1%	-4%
